tim23-1 inh = growth inhibitors of tim23-1 mutant yeast, primary screen, luminescence, uHTS; 330,000 compounds, 1.3% hits; inhibition, % at 20 µM; S. cerevisiae tim23-1 growth, BacTiter-Glo luminescence, 24 h;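 active = growth inhibition of the mutant yeast at or above 50%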;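 note: temperature-sensitive mutant grown at 25 °C; plate controls were DMSO-treated mutant yeast for no effect and medium wells lacking yeast for full effect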
CXCR6 block = CXCR6 receptor inhibitors, primary screen, cell-based, beta-arrestin, luminescence, CHO-K1 PathHunter, 1536-well | C-X-C chemokine receptor type 6 (Homo sapiens), O00574 | inhibition, % at 20 µM | AID 602244, 2012 | 360,000 compounds, 0.36% hits; in the data active = inhibition above about 34%, passing the limit was not always enough;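 note: antagonist mode with CXCL16 agonist at 10 nM final; 0% = 10 nM CXCL16 with DMSO and 100% = unstimulated wells without agonist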
Target sequence (O00574 whole entry, looked up): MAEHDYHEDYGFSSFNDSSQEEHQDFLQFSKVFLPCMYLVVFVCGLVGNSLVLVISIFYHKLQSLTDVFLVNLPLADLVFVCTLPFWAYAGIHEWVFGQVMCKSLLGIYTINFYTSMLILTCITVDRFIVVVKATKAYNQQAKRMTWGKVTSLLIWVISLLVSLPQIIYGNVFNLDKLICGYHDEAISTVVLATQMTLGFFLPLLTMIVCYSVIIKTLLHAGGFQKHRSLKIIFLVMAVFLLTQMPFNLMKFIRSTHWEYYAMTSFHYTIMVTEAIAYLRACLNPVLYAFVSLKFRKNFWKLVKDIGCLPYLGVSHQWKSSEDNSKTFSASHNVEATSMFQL
CCR6 antagonist = CCR6 receptor antagonists, primary screen, cell-based, CHO-K1, luminescence, beta-arrestin, uHTS. C-C chemokine receptor type 6 (Homo sapiens), P51684. CHO-K1 CCR6 PathHunter beta-arrestin, CCL20-stimulated. inhibition, % at 20 µM. 340,000 compounds, 0.49% hits;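 active = compounds whose inhibition of the agonist-driven luminescence signal at 20 µM reaches about 50%, limit read from the data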;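 note: cells stimulated with CCL20 at 14 nM final; plate controls were DMSO with CCL20 for no effect and DMSO without agonist for full effect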
Target sequence (P51684 whole entry, looked up): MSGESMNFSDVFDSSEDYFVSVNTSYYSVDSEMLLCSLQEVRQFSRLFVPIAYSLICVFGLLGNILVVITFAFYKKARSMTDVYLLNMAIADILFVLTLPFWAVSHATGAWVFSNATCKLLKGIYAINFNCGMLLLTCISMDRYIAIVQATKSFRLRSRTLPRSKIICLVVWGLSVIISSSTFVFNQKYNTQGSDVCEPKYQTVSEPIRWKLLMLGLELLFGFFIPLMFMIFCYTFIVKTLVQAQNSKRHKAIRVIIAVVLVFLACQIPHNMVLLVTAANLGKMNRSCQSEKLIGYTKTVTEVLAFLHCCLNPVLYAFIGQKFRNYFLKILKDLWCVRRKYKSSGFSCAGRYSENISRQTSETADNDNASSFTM
UPR CHOP act = activators of apoptotic CHOP UPR arm, primary screen, cell-based, CHO-CHOP luciferase reporter, luminescence, uHTS; UPR activation; percent of tunicamycin response over DMSO baseline; activation, % at 10 µM; 330,000 compounds, 0.34% hits; AID 449763, 2010;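 active = at 10 µM dose, activation of 40% or more, normalized to positive control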;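 note: 100% = tunicamycin at 10 µg/mL and 0% = DMSO alone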
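Assay system: CHO-CHOP cells, stable luciferase reporter of PERK-eIF2a-CHOP signalling / Buffer or medium: F12 plus 10% serum / Compound dosing: one dose, 10 µM in 0.5% DMSO / Times: 6 h compound treatment, 37 °C / Technique: luciferase luminescence / Read-out: % reporter activation, DMSO baseline versus tunicamycin full activation / Benchmarks: tunicamycin and DMSO controls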
Mdm2 MdmX PPI = inhibitors of human Mdm2-MdmX association, primary screen, cell-based, luminescence, split luciferase, SaOS-2, uHTS | Protein Mdm4 (Homo sapiens) + E3 ubiquitin-protein ligase Mdm2 (Homo sapiens), … | SaOS-2 split-luciferase Mdm2/MdmX complementation | inhibition, % at 8 µM | 330,000 compounds, 3% hits;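 active = inhibition of at least 50% at 8 µM in the primary screen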
XBP1 UPR activ = activators of adaptive XBP1 UPR arm, primary screen, cell-based, CHO-XBP1 luciferase reporter, luminescence, uHTS; IRE1-XBP1 UPR activation; percent of tunicamycin response, DMSO as zero; activation, % at 20 µM; 330,000 compounds, 0.33% hits; AID 463104, 2010;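 active = versus positive control, 20 µM dose yields 30% or more activation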;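 note: 100% = tunicamycin at 10 µg/mL and 0% = DMSO only wells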
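Material: IRE1-XBP1 luciferase reporter CHO line / Quantity: one thousand reporter cells per well / Buffer or medium: F12 with 10% serum / Compound: 20 µM single concentration, DMSO 1% / Times: 6 h treatment, 37 °C / Detection: Steady-Glo luciferase glow luminescence, 10 min after reagent addition / Benchmarks: tunicamycin high, DMSO low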
APJ antagonist = antagonists of human apelin receptor APJ, primary screen, CHO-K1 cells, beta-arrestin complementation, luminescence | P35414 | inhibition, % at 20 µM | 330,000 compounds, 0.32% hits | AID 2521, 2010;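 active = inhibition above about 40% at 20 µM, limit read from the data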;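 note: cells challenged with 10 nM apelin-13 agonist together with compound; plate controls were apelin-13 plus DMSO wells for no effect and DMSO wells lacking apelin-13 for full effect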
Target sequence (P35414 whole entry, looked up): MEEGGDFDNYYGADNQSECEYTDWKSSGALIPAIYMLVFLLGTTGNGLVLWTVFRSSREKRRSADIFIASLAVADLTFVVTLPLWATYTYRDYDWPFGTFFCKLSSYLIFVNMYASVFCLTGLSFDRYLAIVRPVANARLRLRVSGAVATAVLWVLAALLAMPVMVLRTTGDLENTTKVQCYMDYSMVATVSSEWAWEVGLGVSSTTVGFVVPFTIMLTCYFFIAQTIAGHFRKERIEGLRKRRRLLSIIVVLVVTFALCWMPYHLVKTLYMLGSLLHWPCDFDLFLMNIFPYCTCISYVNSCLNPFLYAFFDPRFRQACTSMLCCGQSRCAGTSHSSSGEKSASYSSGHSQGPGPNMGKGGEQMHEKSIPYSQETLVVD
APJ ag = agonists of human apelin receptor APJ, primary screen, CHO-K1 cells, PathHunter beta-arrestin, luminescence. P35414. 0% DMSO wells, 100% apelin. activation, % at 20 µM. 330,000 compounds, 0.11% hits. AID 2520, 2010;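 active = activation more than six SD over the plate average, tested at 20 µM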;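 note: 0% = DMSO alone and 100% = apelin-13 at 10 nM; some results filed as inactive read as strong as hits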
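Incubation: overnight seeding, 90 min compound at 25 °C, 1 h detection; test system: PathHunter CHO-K1 APJ (AGTRL-1) beta-arrestin reporter cells; amount: 1000 cells/well; doses: one dose, 20 µM compound, 1% DMSO; measured by: beta-gal luminescence; measure: agonist-driven arrestin binding to APJ; benchmarks: negative DMSO alone, positive Apelin-13 at 10 nM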
EBI2 antag = EBI2 receptor antagonists, beta-arrestin recruitment, primary screen, cell-based, luminescence, 7a,25-OHC stimulation, uHTS. G-protein coupled receptor 183 (Homo sapiens), P32249. 7a,25-OHC stimulated. inhibition, % at 5 µM. 360,000 compounds, 0.81% hits. AID 651636, 2012; in the data active = inhibition above about 38%;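 note: enzyme fragment complementation signal reports receptor beta-arrestin coupling in cells; 0% = agonist plus DMSO wells and 100% = wells without agonist; some results beyond the cut were filed as inactive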
Numbers without * were called inactive; x = no result given. Only part of the results is shown. The share of hits here may be higher or lower than overall.

SMILES	tim23-1 inh	CXCR6 block	CCR6 antagonist	UPR CHOP act	Mdm2 MdmX PPI	XBP1 UPR activ	APJ antagonist	APJ ag	EBI2 antag
COC(=O)c1c(C)oc2ccc(N(C(=O)c3ccncc3)S(=O)(=O)c3ccccc3)cc12	45	-6	2	2.2	35	-5	19	1	11
COc1ccc(N(CC(=O)NC2CCCCC2)C(=O)c2ccc(C)s2)c(OC)c1	32	0	9	1.6	24	2	4	-2	1
O=C(Nc1ccccc1Cl)C1CC(=O)N(c2ccccc2)C1 (stereo not given)	18	-8	1	0.0	-13	-2	7	0	-8
N#Cc1ccccc1Sc1ccccc1C(=O)NCC(c1ccco1)N1CCCCC1 (stereo not given)	5	7	12	-0.2	9	-4	20	-5	-2
COc1ccc(S(=O)(=O)NCCOc2ccc(Cl)cc2)cc1	36	-5	2	3.6	-13	-1	8	-3	12
O=C(/C=C/c1cccc([N+](=O)[O-])c1)OCC1CCCO1 (stereo not given)	5	-11	5	3.2	4	0	6	-1	1
CCc1ccccc1NC(=O)CNC(=O)CSC(=S)N1CCCC1	9	-3	3	-1.7	-2	-2	8	-2	9
COc1ccc(/C=C(/NC(=O)c2ccccc2)C(=O)N2CCCCC2)cc1OC	14	-5	7	-3.4	0	-3	-3	14	-11
Cc1ccc(NC(=O)C(C)OC(=O)Cc2c[nH]c3ccccc23)cc1 (stereo not given)	17	2	-5	0.8	-6	-1	12	1	4
CC(C)c1nc2ccccc2n1CC(O)COC1CCCCC1 (stereo not given)	11	1	10	1.2	-23	-3	-4	-1	-6
CCN(Cc1ccc(OC)c(F)c1)C(=O)CCl	-4	-2	-1	0.9	89*	-1	13	-2	3
C/C(=N\NC(=O)c1c[nH]c2ccccc12)c1ccco1	6	-1	-2	1.6	-16	2	-7	-4	-5
Cc1ccc(C(=O)NC2CCCCCC2)cc1S(=O)(=O)N1CCOCC1	14	-4	19	4.0	-16	-2	-18	1	-3
CC(c1ccccc1)N1C(=O)c2ccccc2C1(O)Cc1ccccc1 (stereo not given)	16	1	15	2.4	-14	-2	-8	-2	11
Cc1cccc(NC(=O)C2C3CCCCC32)c1 (stereo not given)	20	3	6	8.4	-42	3	11	1	-8
CC[C@@H]1C(c2cccc(C)c2)=NN(c2ccccc2)[C@H]1C(=O)N1CCOC1=O	45	-1	17	1.3	14	0	x	x	13
O=C(CC(C(=O)O)c1ccc(F)cc1)c1ccc(Cl)cc1 (stereo not given)	6	-8	6	-2.4	-8	6	-13	-4	5
O=C(O)CCn1cc(/C=C2\NC(=S)N(c3ccccc3)C2=O)c(-c2ccc(Br)cc2)n1	13	6	22	4.2	16	-3	14	-3	4
COc1ccc(CN2CCNC(=O)C2CC(=O)N(C)Cc2cc(C)no2)cc1OC (stereo not given)	-6	4	-5	2.8	-13	-1	1	-5	-2
CC(O)CN(C)CC/C=C1/c2ccccc2CSc2ccccc21 (stereo not given)	10	7	1	3.2	37	-2	2	-1	-3
Cc1cccc(C(=O)N2CCCC(N3CCN(c4cccc(Cl)c4)CC3)C2)n1 (stereo not given)	18	-23	1	4.5	0	-2	9	-2	3
O=C(CN1CCN(Cc2ccc(Cl)cc2)CC1)N/N=C/c1cccc(F)c1	-2	-5	-1	1.0	-5	-4	-3	0	40
COC(=O)[C@@H](NC(=O)c1ccccc1)[C@@H](C)O	12	-4	-7	0.4	-21	0	12	-5	-9
COC(=O)c1cc(=O)n(Cc2ccc3c(c2)OCO3)c(=Nc2ccc(F)c(Cl)c2)s1	27	0	15	62*	62*	3	16	-3	64*
CC(C)CN(CC(C)C)S(=O)(=O)N1CCC(C(=O)NCc2ccccn2)CC1	8	-3	-5	-0.8	3	-2	7	-3	-4
COc1cccc(CNC(=O)c2nnn(CC(=O)Nc3ccc(Br)cc3)c2N)c1	8	-6	-4	0.0	18	-3	17	0	-4
Cc1ccc(C)c(CSC2=NCCN2C(=O)c2cccs2)c1	30	-4	10	0.7	17	0	-4	-5	16
COCCN(C(=O)c1ccccc1)c1nnc(-c2cccnc2)s1	-5	-11	-6	0.9	5	-1	-5	-4	-8
CC12CCC(=O)N1C(C(=O)NCCc1ccccc1)CS2 (stereo not given)	6	0	-6	2.4	3	-4	-23	-6	-5
CCC(C)Nc1nc(-c2cccc(OC)c2O)nc2ccccc12 (stereo not given)	22	2	10	0.6	35	3	7	4	-6
Cc1ccc(C)n1-c1ccncc1	10	-5	5	-2.0	10	-5	4	-3	-7
O=C(NCc1cccc(Cl)c1)c1ccc2c(c1)SC1=NS(=O)(=O)CCN12	16	3	0	-0.1	-44	-1	0	-1	2
CN(C)C(CNC(=O)C1CCN(C(=O)/C=C/c2ccccc2)CC1)c1ccccc1 (stereo not given)	9	-4	14	4.4	-11	1	18	1	72*
O=C(CCC(=O)Nc1ccc(Br)cc1)N/N=C/c1cc([N+](=O)[O-])ccc1O	-33	32	65*	-1.3	50	-5	42*	-9	10
COc1cccc(N=Nc2c(N)[nH]n3c(=O)c4c(nc23)CCCC4)c1	7	33	30	0.3	18	-3	23	-4	11
Cc1cc2c([nH]c3ccccc32)c2c1OC(C)(C)C=C2	56*	-18	-3	2.6	-172	4	-58	3	2
Cc1nc(N2CCN(Cc3ccccc3)CC2)nc2c1C(=O)CC(C)C2 (stereo not given)	35	-5	-1	0.0	18	-1	-30	1	1
Cc1cc(-c2nnc(-c3ccccc3)c(-c3ccccc3)n2)c(C)o1	49	9	23	3.5	14	1	21	-6	27
CC(/C=N/NC(=O)c1c(Br)cnn1C)=C\c1ccccc1	35	8	9	6.4	-25	3	4	2	8
O=C(COC(=O)CNC(=O)c1ccccc1Cl)Nc1ccccc1Cl	10	-3	11	1.8	14	4	1	-3	6
O=C(c1ccco1)N1CCN(C(=O)C2c3ccccc3Oc3ccccc32)CC1	16	5	6	-1.1	8	-2	13	-5	-5
O=C(Cn1nc(C(=O)O)c2ccccc2c1=O)Nc1ccc(F)cc1	12	-15	9	-1.2	9	1	10	-4	2
COCC(C)n1c(SCC(=O)NC2CCCCC2C)nc2ccccc2c1=O (stereo not given)	21	8	23	-0.7	-20	-1	14	-4	-1
Cc1ccc(CNC(=O)/C=C/c2c(Cl)cccc2Cl)cc1	5	-4	5	0.5	55*	2	10	-4	2
Cc1cc(C(=O)N2CCC(Cc3ccccc3)CC2)ccc1[N+](=O)[O-]	21	8	4	-0.7	28	-2	-7	-3	64*
CCN(C(=O)CSc1nnnn1-c1ccccc1)c1c(N)n(Cc2ccccc2)c(=O)[nH]c1=O	7	8	7	1.1	-4	0	-11	-1	3
O=C(O)CCCC(=O)N1CCN(c2cccc(Cl)c2)CC1	2	8	7	-1.8	13	-3	-14	-3	-25
CC(=O)NC1(C(Cl)(Cl)Cl)Oc2ccccc2O1	-3	0	5	-0.2	-1	8	-14	-2	-11
NS(=O)(=O)c1ccc(CCNC(=O)CSc2ccccc2)cc1	11	-2	-1	-1.3	8	-2	-2	0	-11
CCC(=O)N1c2ccc(S(=O)(=O)CCC(=O)NC3CCCC3)cc2CC1C (stereo not given)	17	5	1	0.9	-8	-2	6	6	7
Further entries:
SMILES	tim23-1 inh	CXCR6 block	CCR6 antagonist	UPR CHOP act	Mdm2 MdmX PPI	XBP1 UPR activ	APJ antagonist	APJ ag	EBI2 antag
CCN1CC(CNC(=O)c2ccc3nc(Cc4cccc(Cl)c4)oc3c2)CC1=O (stereo not given)	9	0	4	0.8	15	-3	-8	-3	-13
O=C(Nc1cccnc1)c1ccc(Cl)c(S(=O)(=O)N2CCCCCC2)c1	-1	-9	7	1.6	35	-2	8	0	12
CCOC(=O)c1cc2[nH]c3ccccc3c2[n+](-c2ccc([N+](=O)[O-])cc2)c1N	19	13	-8	-0.1	-11	-4	-25	2	2
C/C(=N\NC(=O)C(C)Sc1ccccc1)c1ccc([N+](=O)[O-])cc1 (stereo not given)	22	-6	1	0.6	-9	-1	1	2	9
COc1ccc(NC(=O)CSc2nc3[nH]ncc3c(=O)[nH]2)cc1OC	-13	-7	5	2.0	4	-2	14	-6	-2
Cc1ccccc1NC(=O)C(=O)NCc1ccccn1	5	0	6	-0.2	-8	7	-8	-3	-1
Cc1cc(NC2CCCC2)n2ncc(-c3ccccc3)c2n1	50*	-12	6	-3.9	84*	-10	-12	-2	-16
CCOc1ccccc1NC(=O)C(NCCc1ccc(OC)cc1)c1ccccc1 (stereo not given)	28	4	19	0.1	-36	-5	12	-4	3
Cc1ccc(S(=O)(=O)NCC(=O)NCC2COc3ccccc3O2)cc1C (stereo not given)	22	1	-2	-0.8	16	-2	-5	-3	-5
Cc1ccc(NC(=O)c2sc(C)nc2C)c(C)c1	4	-7	6	-0.4	0	-1	-8	-1	-9

Copied from the list.
Cc1ccccc1NC(=O)C(=O)NCc1ccccn1 in CCR6 antagonist = 6
O=C(Nc1cccnc1)c1ccc(Cl)c(S(=O)(=O)N2CCCCCC2)c1 in CXCR6 block = -9
CCOC(=O)c1cc2[nH]c3ccccc3c2[n+](-c2ccc([N+](=O)[O-])cc2)c1N in tim23-1 inh = 19

The list continues:
SMILES	tim23-1 inh	CXCR6 block	CCR6 antagonist	UPR CHOP act	Mdm2 MdmX PPI	XBP1 UPR activ	APJ antagonist	APJ ag	EBI2 antag
CCOCCCNS(=O)(=O)c1ccc(NC(=O)Cc2c(F)cccc2Cl)cc1	17	1	-3	-2.9	6	-4	6	-1	-16
CCOC(=O)C1=C(C)N(C[C@@H]2CC[C@@H](Cc3ccc(-c4ccccc4)cc3)O2)C(=O)NC1C1CC1 (stereo not given in full)	31	8	19	3.6	24	0	x	x	10
CC(C)OCCCNC(=O)C1CCN(S(=O)(=O)c2ccc3nc4c(c(C(=O)O)c3c2)CCCCC4)CC1	-2	-10	10	2.1	16	-4	6	-5	-5
COCc1cc(CN2CCCC2)c(O)c2ncccc12	1	-12	-10	-1.3	38	2	-14	3	-14
CCCn1c(CCc2ccccc2)nnc1SCC(=O)N1CCCC1	17	0	-3	-2.9	-12	-4	3	1	-2

Screening data: PubChem, Sanford-Burnham Center for Chemical Genomics
